TDP1 block – TDP1 (human) enzyme inhibition | Q9NUW8 | recombinant TDP1, AlphaScreen DNA substrate cleavage | Potency, µM (series often up to 130 µM), for inactives: top-dose activity change, negative = inhibition, hits mostly inhibitors | 350,000 tested, 0.28% active; further: nearly all actives have a fitted effect of over 40% in size
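Steps: enzyme plus compound, 15 min RT; add biotin/phosphotyrosine-FITC oligonucleotide (15 nM final), react 5 min; add donor/acceptor beads (10 ug/ml final), 10 min; read AlphaScreen. Tdp1 at 1 nM final.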
GCN5L2 inh – blocks human GCN5L2 histone acetyltransferase. Q92830. GCN5L2 HAT assay, ThioGlo1 CoA-SH fluorescence. Potency, µM (series often up to 58.9 µM), for the others: at the top dose activity change, negative = inhibition, usual class: inhibitors. 390,000 tested, 0.21% active
Target sequence (Q92830 whole entry, looked up): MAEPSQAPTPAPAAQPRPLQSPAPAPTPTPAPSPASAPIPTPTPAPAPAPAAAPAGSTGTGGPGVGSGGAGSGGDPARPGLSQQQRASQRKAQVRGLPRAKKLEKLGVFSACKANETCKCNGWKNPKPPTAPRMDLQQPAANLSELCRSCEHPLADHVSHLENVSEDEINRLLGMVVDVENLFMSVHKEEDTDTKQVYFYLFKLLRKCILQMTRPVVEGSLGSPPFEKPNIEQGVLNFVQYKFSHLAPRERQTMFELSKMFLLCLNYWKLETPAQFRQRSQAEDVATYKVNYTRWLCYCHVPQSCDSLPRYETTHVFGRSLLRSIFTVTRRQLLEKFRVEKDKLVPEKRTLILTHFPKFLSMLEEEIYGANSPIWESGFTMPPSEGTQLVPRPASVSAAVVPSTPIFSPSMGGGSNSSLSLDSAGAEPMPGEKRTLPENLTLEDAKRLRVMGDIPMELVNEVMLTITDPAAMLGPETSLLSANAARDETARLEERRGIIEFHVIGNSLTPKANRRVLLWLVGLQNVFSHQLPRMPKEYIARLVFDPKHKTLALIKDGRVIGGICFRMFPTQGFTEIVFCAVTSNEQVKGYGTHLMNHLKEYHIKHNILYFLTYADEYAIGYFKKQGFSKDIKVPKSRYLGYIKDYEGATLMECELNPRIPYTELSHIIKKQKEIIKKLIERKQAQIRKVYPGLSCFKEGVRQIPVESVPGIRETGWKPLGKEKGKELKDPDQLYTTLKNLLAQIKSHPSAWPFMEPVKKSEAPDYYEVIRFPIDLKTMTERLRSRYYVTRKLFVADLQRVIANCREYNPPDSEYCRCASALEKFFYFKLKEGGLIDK
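GCN5L2 (20 nM) in 50mM HEPES pH 7.5, 0.1mM EDTA, 0.01% Tween-20 preincubated 15 min with compounds at room temperature. Reaction started with H3(1-25) 75uM, acetyl-CoA 70uM, ThioGlo1 50uM; CoA-thiol fluorescence (Ex340/Em540) read at 0 and 20 min.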
TDP1 cell noCPT – qHTS for Inhibitors of human tyrosyl-DNA phosphodiesterase 1 (TDP1): qHTS in cells in absence of CPT. 420,000 tested, 15% active. Potency, µM (series often up to 46.2 µM), inactives show top-dose activity change, negative = growth inhibition, hits mostly inhibitors. DT40 Tdp1-/- hTDP1 cells, no CPT, ATP luminescence, 48 h; further: nearly all actives have a fitted effect of over 55% in size
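Luminescent ATP content (CellTiter-Glo) served as the growth readout. Knockout chicken DT40 cells expressing human TDP1 were exposed to compounds without camptothecin for a minimum 48 hr at 37 °C.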
* marks the source's active call; other numbers are inactive results; ? = inconclusive; . = no result given; & = joins results of further samples; [ ] = dose if it differs, or a comment. The call rests on the fitted dose curve; in most records, active means well fitted curve in the direction sought with a large enough effect; inconclusive means small, poorly fitted or top-dose-only effect, or another doubt; inactive means no such curve, though single readings can be large; an effect the other way counts as inactive or inconclusive. On the % scale 0 is the no-effect control and ±100 the full control effect; potency means the concentration at half of the fitted maximal effect.

SMILES | TDP1 block | GCN5L2 inh | TDP1 cell noCPT
CCCCOc1ccc(C2C3CN(C(=O)OCC)CC=C3C(C#N)=C(N)C2(C#N)C#N)cc1OC (centres undefined) | 6% | 0% | ?
COc1ccc(COC(=O)C2CCN(S(=O)(=O)c3ccc(C)cc3)CC2)cc1 | 2% | -9% | 1%
Cc1ccc(NS(=O)(=O)c2cc(NC(=O)c3cc(=O)[nH]c(=O)[nH]3)ccc2Cl)c(C)c1 | . | 0% | -3%
Cc1noc(C)c1C(=O)N1CCc2ccccc2C1 | 1% | -7% | 8%
Cc1ccc2c(c1)c1c(n2C)-c2[nH]ncc2CC1 | 8% | -2% | ?
CCCN1CCN(CCCNC(=O)Cn2ncc3c4ccccc4n(C)c3c2=O)CC1 | -3% | 0% | -17%
COCCn1c(C)cc(C(=O)COc2cccnc2[N+](=O)[O-])c1C | -5% | -14% | -6%
NC(N)=NCCC[C@H](NC(=O)OCc1ccccc1)C(=O)O | -4% | 0% | 3%
CCOC(=O)c1cc(-c2ccccc2)nn1CC1CC(c2ccc(OC)cc2)=NO1 (centres undefined) | 0% | -4% | ?
CCCc1cc(=O)[nH]c(SCC(=O)c2cc(C)n(CC3CCCO3)c2C)n1 (centres undefined) | 2% | -1% | ?
Cc1ccc(C)c2[nH]c(=O)c(CN(CC3CCCO3)S(=O)(=O)c3ccc4c(c3)OCCO4)cc12 (centres undefined) | 3% | -1% | 16µM*
Cc1cc(C)c2c(n1)nn1c(NCCCn3ccnc3)cc(C)nc21 | 3% | -30% | .

Compound profiles, as listed above. Values in the order: TDP1 block | GCN5L2 inh | TDP1 cell noCPT
COCCn1c(C)cc(C(=O)COc2cccnc2[N+](=O)[O-])c1C in the list: -5% | -14% | -6%
NC(N)=NCCC[C@H](NC(=O)OCc1ccccc1)C(=O)O in the list: -4% | 0% | 3%

Next part.
SMILES | TDP1 block | GCN5L2 inh | TDP1 cell noCPT
O=C(CN1CCCCCC1)NCC1CCCO1 (centres undefined) | -3% | -4% | 4%
CCOC(=O)c1ccc2ncc3c(-c4ccccc4)nn(-c4ccc(F)c(Cl)c4)c3c2c1 | 2% | -1% | -1%
CC1CCC(C(=O)NNC(=O)c2cc(-c3ccco3)[nH]n2)CC1 (centres undefined) | 0% | -4% | 16µM*
Cc1ccc(-c2nn3c(C)nnc3s2)cc1NC(=O)c1ccc(-c2ccc(Cl)cc2Cl)o1 | . | -2% | 6.5µM*
O=C(NC12CC3CC(CC(C3)C1)C2)c1cncc(Br)c1 | -4% | -1% | ?
CC(C(=O)NC1C=CS(=O)(=O)C1)N1C(=O)/C(=C\c2ccccc2)SC1=S (centres undefined) | 6% | -26% | ?
CCOc1ccccc1NC(=O)c1nn(-c2ccc(OC)cc2)c(=O)c2c1c1ccccc1n2C | -2% | -6% | -4%
Clc1ccc(Nc2nc(NCc3ccco3)nc3nccnc23)cc1 | -4% | . | -9%
O=C(CCNC(=O)c1ccccc1Cl)NCc1ccco1 | . | -1% | 12%
CCOC(=O)[C@@H]1[C@H]2COc3cc(OC)ccc3[C@H]2N2C(=O)N(c3ccc(C)cc3)C(=O)[C@]12C | 1% | -2% | -52%
Clc1ccc(-c2ccccc2)nn1 | 1% | 4% | -4%
CCOC(=O)c1oc2ccc(Br)cc2c1NC(=O)CN1CCN(C)CC1 | 7% | -7% | ?

Some of the entries so far, field by field:
> CCCc1cc(=O)[nH]c(SCC(=O)c2cc(C)n(CC3CCCO3)c2C)n1 (centres undefined)
  TDP1 block: 2%	GCN5L2 inh: -1%	TDP1 cell noCPT: ?

> Cc1ccc(C)c2[nH]c(=O)c(CN(CC3CCCO3)S(=O)(=O)c3ccc4c(c3)OCCO4)cc12 (centres undefined)
  TDP1 block: 3%	GCN5L2 inh: -1%	TDP1 cell noCPT: 16µM*

> Cc1cc(C)c2c(n1)nn1c(NCCCn3ccnc3)cc(C)nc21
  TDP1 block: 3%	GCN5L2 inh: -30%	TDP1 cell noCPT: .

> O=C(CN1CCCCCC1)NCC1CCCO1 (centres undefined)
  TDP1 block: -3%	GCN5L2 inh: -4%	TDP1 cell noCPT: 4%

Continuation:
SMILES | TDP1 block | GCN5L2 inh | TDP1 cell noCPT
C#CCOc1ccc(C2C3=C(CCCC3=O)N(CC(=O)O)C3=C2C(=O)CCC3)cc1Br | . | ? | -15%
CCOC(=O)CCSc1cc(C)c2ccccc2n1 | -8% | -18% | -22%
COCCCn1c(SCC(=O)Nc2oc(C)c3c(C)n[nH]c(=O)c23)nc2ccccc2c1=O | -7% | 1% | ?
CCOc1ccccc1N1CCN(Cc2c(C)n(C)n(-c3ccccc3)c2=O)CC1 | -1% | -4% | 38%[activator]
O=C(Nc1cccs1)Nc1c(F)c(F)c(F)c(F)c1F | -3% | -1% | 16µM*
CC(=O)c1ccc(N2CCN(S(=O)(=O)c3ccccc3)CC2)c(F)c1 | 2% | -8% | -22%
COc1ccc(-c2n[nH]c3c2CN(C(=O)c2ccc(OC)c(OC)c2)CC3)cc1 | 6% | -22% | 8.2µM*
CC1(c2cccc(Br)c2)NC(=O)N(CC(=O)Nc2ccc(S(N)(=O)=O)cc2)C1=O (centres undefined) | 0% | -5% | -3%
COc1ccc(S(=O)(=O)NCCc2cn3nc(C)c(C)nc3n2)cc1C | 3% | ? | 13%
Cc1ccc(C(=O)N/C(=C\c2ccc(-c3cccc([N+](=O)[O-])c3)o2)C(=O)NCCCN2CCOCC2)cc1 | 6% | -12% | ?
CC(C)OC(=O)c1ccc(Cn2nnc3ccccc3c2=O)cc1 | -4% | -5% | -15%
Cc1ccc[n+](CC(=O)Nc2ccc(N(C)C)cc2)c1 | 6% | -4% | -5%
Cc1cc(C(=O)COC(=O)c2ccc(NC(=O)CC#N)cc2)c(C)n1C1CC1 | -3% | -23% | 21µM*
CCCCCCSc1cc(-c2nc3ccc(C)cn3c2NCc2ccccc2)ccc1OC | 1% | -11% | 9.2µM*
CCC(C)(C)NC(=O)c1ccc2c(c1)N(CC(=O)N1CCCC1)C(=O)C(C)(C)O2 | . | -4% | 11%
Cc1ccc(S(=O)(=O)NCc2cccnc2)cc1C | . | -7% | -14%
Cc1cccnc1NC(=O)c1ccc(Cl)c(S(=O)(=O)N2CCCCC2)c1 | -7%[0.505 µM] | 0% | -10%
COC(=O)CCC(=O)OC1(C)C(=O)C=C2C=C(C3CC3)N(c3ccccc3)C=C2C1=O (centres undefined) | 8%[21 µM] | -10% | -11%
CC1CN(CCC(=O)Nc2ccc3c(c2)OCO3)CC(C)O1 (centres undefined) | -4% | -5% | -2%
COc1ccc(CC(CC(=O)O)C(=O)Nc2ccc(OC)cc2)cc1 (centres undefined) | 6% | -1% | -1%
CCCCCCCCCCn1ccc(=N)cc1 | 6% | -6% | 0.018µM*
CCCCCCCCCC[N+](C)(C)CC/C=C1/c2ccccc2Sc2ccc(Cl)cc21 | . | -3% | 3.7µM*
CC(C)[C@H](NC(=O)c1ccccc1)C(=O)OCC(=O)NCCc1ccc(F)cc1 | 1% | 1% | -26%
Cc1ccc(S(=O)(=O)N(C)c2ccc3c(ncn3C)c2[N+](=O)[O-])cc1 | -2% | -1% | ?

Part of the list above in order of molecular weight, descending:
SMILES | TDP1 block | GCN5L2 inh | TDP1 cell noCPT
CCCCCCSc1cc(-c2nc3ccc(C)cn3c2NCc2ccccc2)ccc1OC | 1% | -11% | 9.2µM*
CCC(C)(C)NC(=O)c1ccc2c(c1)N(CC(=O)N1CCCC1)C(=O)C(C)(C)O2 | . | -4% | 11%
CC(C)[C@H](NC(=O)c1ccccc1)C(=O)OCC(=O)NCCc1ccc(F)cc1 | 1% | 1% | -26%
Cc1cccnc1NC(=O)c1ccc(Cl)c(S(=O)(=O)N2CCCCC2)c1 | -7%[0.505 µM] | 0% | -10%
COc1ccc(CC(CC(=O)O)C(=O)Nc2ccc(OC)cc2)cc1 (centres undefined) | 6% | -1% | -1%
CC1CN(CCC(=O)Nc2ccc3c(c2)OCO3)CC(C)O1 (centres undefined) | -4% | -5% | -2%

Next records.
SMILES | TDP1 block | GCN5L2 inh | TDP1 cell noCPT
CCN(CC)C(=O)C1CCCN(c2ccc([N+](=O)[O-])cc2/C=N/NC(=O)c2ccccc2)C1 (centres undefined) | 6% | -1% | ?
O=C(c1ccc([N+](=O)[O-])cc1[N+](=O)[O-])N1CCc2ccccc21 | 6% | -5% | ?
CCOc1ccc(C(NC(=O)c2ccco2)c2ccc(OC)c(OC)c2)cc1 (centres undefined) | -2% | -1% | -4%
O=C1c2ccccc2C(=O)N1S(=O)(=O)c1ccccc1 | 2% | ? | 19%
COc1ccccc1OCc1ccc(C(=O)Nc2ccccc2F)cc1 | 3% | -3% | -25%
COc1cc2c(cc1OC)CN(C(=O)CCN1C(=O)C3CCCCC3C1=O)CC2 (centres undefined) | 2% | -2% | -16%
CCc1nnc(NC(=O)CCN2C(=O)c3ccccc3C2=O)s1 | -5% | 5% | -18%
O=C(CCCCCCCC(=O)NCC1CCCO1)NCC1CCCO1 (centres undefined) | 2% | 1% | -1%
Cc1ccc(-n2c(SCC(=O)Nc3cccc(S(=O)(=O)NC4=NCCCCC4)c3)nc3ccccc3c2=O)cc1C | 5% | -6% | ?
Cc1ccc(S(=O)(=O)N2CCN(c3ccc(C(=O)N4CCOCC4)cc3[N+](=O)[O-])CC2)cc1 | 4% | -2% | 12µM*
O=C(N1CCN(Cc2ccccc2)CC1)C12CC3CC(CC(C3)C1)C2 | 3% | -11% | -24%
Fc1ccc(Oc2cnns2)cc1 | -4% | -19% | 12%
Cc1cc(C)nc(SCC(=O)N/N=C/c2cccnc2)n1 | 0% | 0% | 4%
O=C1CN(C(=O)COc2ccc(Cl)cc2)C(c2ccccc2)c2cc(Br)ccc2N1 (centres undefined) | 6% | -15% | ?
COc1cc(C)ccc1OCCSc1nc2ccc(NC(=O)c3ccc(C)cc3)cc2s1 | -1% | 0% | ?
O=C(Nc1ccccc1)c1cccc(N2CCCS2(=O)=O)c1 | 5% | 16% | 2%
CCN(CC)c1ccc(/C=N/Nc2ccc(C)cc2)c(O)c1 | 8% | -18% | 12µM*
CCOC(=O)c1c(O)c(Cl)c(C)[nH]c1=O | 1% | -5% | -13%
COc1ccc(C(CNC(=O)COc2cc(C)cc(C)c2)N2CCOCC2)cc1 (centres undefined) | 3% | -5% | ?
CN(C)CCCn1c(-c2ccccc2)nc(=S)c2c1CCCC2 | 4% | -10% | 5%
COc1ccc2nc(SCC(=O)NCc3ccc(OC)c(OC)c3)[nH]c2c1 | 17% | -7% | -27%
CC(=O)Nc1ccc(-c2csc(-c3cccnc3)n2)cc1 | 4% | -4% | ?
CCOc1ccc(CNC(=O)Cn2ncc3c(=O)oc4ccc(C)cc4c32)cc1 | 6% | -3% | -23%
CCN(CC)C(=O)c1sc2c(c1C)c(=O)n(-c1ccc(C)c(C)c1)c(=O)n2CC(=O)NCC1CCCO1 (centres undefined) | 0% | -10% | -8%
O=C(NCCc1ccccc1)C1CCN(C(=O)Nc2ccccc2)CC1 | . | -3% | -18%
CN(C1=NC(=O)C(CC(=O)Nc2ccc(Br)cc2)S1)c1ccc(O)cc1 (centres undefined) | 2% | -28% | ?
CC(Oc1ccc2c3c(c(=O)oc2c1)CCCC3)C(=O)NCCCn1ccnc1 (centres undefined) | 3% | -8% | -7%
CC(C)(O)C#Cc1ccc(CN2CCN(Cc3ccsc3)C(CCO)C2)cc1 (centres undefined) | -8% | 8% | -23%
CCc1ccc(-n2nc(C)c3c(C(=O)Nc4cc(C)ccc4C)cc(C)nc32)cc1 | -1% | 1% | ?
CCC(C)n1c(SCc2c(F)cccc2Cl)nc2ccsc2c1=O (centres undefined) | 1% | 3% | 5.8µM*
Cn1c(=O)c2c(nc(SCCN3CCOCC3)n2C)n(C)c1=O | . | -16% | ?
O=C(Cc1c(Cl)cccc1Cl)OCC(=O)N1CCN(C(=O)c2ccco2)CC1 | 8% | -10% | -3%
COc1cccc([C@@H]2Oc3ccc(Br)cc3C(=O)[C@H]2OC(=O)NC2CCCC2)c1 | 2%&1% | -9% | ?
O=C(CSc1nnc(-c2ccco2)o1)Nc1c(F)cccc1F | -1% | 4% | -15%
CCn1c(-c2cccs2)nc2ccccc21 | 4%[56.1 µM] | -4% | -29%
COc1ccccc1CNC(=O)[C@H](C)NC(=O)C1CCN(C(=O)[C@@H](N)CC(C)C)CC1 | . | -7% | -18%
COCCCNC(=O)Cn1c(=O)oc2cc(S(=O)(=O)N3CC(C)CC(C)C3)ccc21 (centres undefined) | 0% | -4% | -1%
COc1cccc(CNC(=O)C2CCC(CNS(=O)(=O)c3ccc(Br)s3)CC2)c1 (centres undefined) | 2% | -10% | ?
C/C(N)=C(/C#N)C(=O)COC(=O)c1ccccc1C(=O)c1ccc(C)cc1 | 3% | -4% | ?
CCN(C(=O)Nc1cccc(Cl)c1)c1ccccc1 | . | ? | -17%

Only part of the results is shown (hit frequency here may not be typical).
